PfHsp90 set2 = inhibits growth of yeast expressing Plasmodium falciparum Hsp90 | S. cerevisiae expressing PfHsp90, BacTiter-Glo ATP, 48 h; yeast lacking PDR1 and PDR3 efflux regulators | 0.32% of 310,000 active | inhibition, % at 9.4 µM;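 active = every replicate shows inhibition above about 80%, whatever the replicate mean, limit read from the data; inconclusive = mean inhibition reaches the set limit but some replicate falls short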;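 note: 0% = DMSO neutral controls and 100% = 20 µM radicicol positive controls; yeast relying on Plasmodium falciparum Hsp90 in place of its own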
SR-BI DiI-HDL act = activators of SR-BI mediated HDL lipid uptake. activation, % at 12.5 µM. 0.096% of 320,000 active. CHO ldlA[mSR-BI] cells, DiI-HDL uptake fluorescence, 3 h; 100 = double the neutral-control signal;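 active = mean replicate activation of at least 60% and every replicate at or above 60%; inconclusive = mean or all-replicate condition met, but not both; inactive = mean below 60% and not all replicates reaching 60%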;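 note: 0% = median plate neutral-control signal and 100% = twice that signal; values of inactives mirror those of a sister screen read the other way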
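Test system: SR-BI-overexpressing, LDLR-lacking CHO cells; Medium: Ham's F12 with 0.5% BSA, HEPES 25 mM, pH 7.4; Schedule: 3 h, 37 °C; Technique: bottom-read fluorescence, 550/595 nm.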
Rtt109 Vps75 = inhibitors of Candida albicans Rtt109/Vps75 histone acetyltransferase. Q5AAJ8. purified Rtt109/Vps75, ThioGlo CoA-SH fluorescence, 4 h. inhibition, % at 34.9 µM. 0.16% of 330,000 active. AID 540336;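 active = inhibition of at least 50% in every replicate; inconclusive = best replicate reaches 50% inhibition but some replicates fall short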
Target sequence (Q5AAJ8 whole entry, looked up): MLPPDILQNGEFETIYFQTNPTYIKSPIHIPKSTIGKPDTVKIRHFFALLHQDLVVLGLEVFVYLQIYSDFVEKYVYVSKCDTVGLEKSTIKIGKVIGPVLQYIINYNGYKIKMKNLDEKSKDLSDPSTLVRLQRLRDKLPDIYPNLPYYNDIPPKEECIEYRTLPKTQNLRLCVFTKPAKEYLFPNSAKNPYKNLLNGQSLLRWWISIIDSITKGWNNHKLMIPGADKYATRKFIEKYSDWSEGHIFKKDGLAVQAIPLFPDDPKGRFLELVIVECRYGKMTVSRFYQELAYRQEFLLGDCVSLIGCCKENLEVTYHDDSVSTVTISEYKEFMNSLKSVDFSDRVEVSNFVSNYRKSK
PvdQ inh = P. aeruginosa PvdQ acylase inhibition; purified PvdQ acylase, fluorescence plate reader; inhibition, % at 10 µM; 0.063% of 340,000 active; AID 488965; in the data active = inhibition above about 30%, passing the limit was not always enough; inconclusive = no clear call, values can overlap the other calls;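 note: 0% = vehicle neutral wells and 100% = reference inhibitor wells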
SR-BI DiI inh = inhibitors of mouse SR-BI mediated HDL lipid uptake; inhibition, % at 12.5 µM; AID 488896; Q61009; ldlA[mSR-BI] CHO cells, DiI-HDL uptake fluorescence, 3 h; 0.96% of 320,000 active;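 active = mean replicate inhibition of at least 70% and a set share of replicates each scoring 70 or more; inconclusive = meets just one of the two criteria; inactive = fails both criteria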;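 note: 0% = median of neutral control wells and 100% = median of positive control wells; values of inactives mirror those of a sister screen read the other way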
CAL PDZ FP-1 = inhibitors of human CAL PDZ peptide binding. Q9HD26. purified CAL PDZ, TMR-peptide fluorescence polarization, 1 h. inhibition, % at 24.9 µM. 0.92% of 300,000 active. AID 602252;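 active = mean inhibition of at least 30% with at least half of replicates also reaching 30%; inconclusive = no clear call, values can overlap the other calls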;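 note: 0% = DMSO neutral control and 100% = excess unlabeled competitor peptide PRC23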
NSD2 inh = NSD2 (human) methyltransferase inhibition; O96028; NSD2 peptide methylation, AlphaScreen, 120 min; inhibition, % at 12.5 µM; 0.54% of 310,000 active; in the data active = inhibition above about 50%
MITF TRPM1 HTS = MITF TRPM1 promoter activation in melanoma cells | activation, % at 12.5 µM | 0.75% of 300,000 active | SK-MEL-5 TRPM1-promoter luciferase, 24 h; % of positive control, neutral wells = 0 | AID 588334;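 active = mean activation of at least 80% with every replicate also reaching 80%; inconclusive = mean reaches 80% but some replicate falls short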;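 note: 0% = neutral control wells and 100% = parthenolide positive control wells; values of inactives mirror those of a sister screen read the other way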
CAL PDZ FP-2 = human CAL PDZ-peptide interaction inhibition; Q9HD26; purified CAL PDZ, TMR-peptide fluorescence polarization, 1 h; inhibition, % at 20 µM; 0.02% of 330,000 active; AID 504414;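 active = highest replicate inhibition of at least 40%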;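 note: plate controls were DMSO neutral control wells for no effect and unlabeled competitor peptide control wells for full effect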
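Material: tagged CAL PDZ domain; buffer or medium: 25 mM sodium phosphate pH 7.4, 150 mM NaCl, TCEP, IgG, Thesit; compound dosing: single point, 20 µM; schedule: 1 h incubation at room temperature before polarization reading; measured by: FP readout, S and P plane fluorescence; read-out basis: percent inhibition from loss of millipolarization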
dFosB activator = activators of mouse delta FosB homodimer. P13346. purified delta FosB, TAMRA-CDK5 oligo fluorescence polarization; percent of positive-control signal above neutral wells. activation, % at 25 µM. 0.99% of 340,000 active. AID 493131;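 active = mean activation above about 17%, with every replicate also reaching it, limit read from the data, passing the limit was not always enough; inconclusive = only one of the two conditions met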;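 note: fluorescence polarization rise as delta FosB binds a TAMRA Cdk5 AP-1 oligo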
Target sequence (P13346 whole entry, looked up): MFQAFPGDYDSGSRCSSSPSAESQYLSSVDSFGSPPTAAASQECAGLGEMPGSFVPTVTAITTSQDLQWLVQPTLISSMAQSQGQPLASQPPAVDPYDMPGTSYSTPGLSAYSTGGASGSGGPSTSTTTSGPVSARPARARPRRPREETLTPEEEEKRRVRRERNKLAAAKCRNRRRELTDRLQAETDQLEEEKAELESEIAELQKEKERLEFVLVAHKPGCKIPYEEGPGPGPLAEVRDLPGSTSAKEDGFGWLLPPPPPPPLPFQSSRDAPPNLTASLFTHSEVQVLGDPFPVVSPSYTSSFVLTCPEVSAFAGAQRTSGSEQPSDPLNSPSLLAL
Starred values were filed as active, the others as inactive; ? = inconclusive; . = not tested or not shown. Not a hit list. Share with any hit: about 4.3%.

SMILES	PfHsp90 set2	SR-BI DiI-HDL act	Rtt109 Vps75	PvdQ inh	SR-BI DiI inh	CAL PDZ FP-1	NSD2 inh	MITF TRPM1 HTS	CAL PDZ FP-2	dFosB activator
Cc1cc(C)c(NC(=O)CSc2nnc(SCC(=O)Nc3c(C)cc(C)cc3C)n2N)c(C)c1	-27	13	5	-10	-13	-6	-2	-1	-0.8	-4
COc1ccc(CC(=O)NCc2n[nH]c(=S)n2-c2ccc(Br)cc2)cc1	8	8	5	2	-8	-3	-2	-2	.	-3
C=CCNC(=O)c1ccc(-c2ccc([N+](=O)[O-])cc2)o1	-35	-10	5	-20	10	-6	4	16	0.1	-17
O=C(O)c1ccc(/C=N/N2CCN(c3ccccc3)CC2)cc1	9	20	6	8	-20	.	1	35	0.9	-4
COc1ccc(/C=C/C(=O)N(Cc2cccs2)C2CCS(=O)(=O)C2)cc1 (stereo unspecified)	9	-8	-10	-6	8	0	1	.	-1.3	-15
Cn1c(SCC(O)c2ccccc2)nnc1-c1ccc2ccccc2c1 (stereo unspecified)	-9	-25	3	-21	25	-5	0	0	-1.8	-14
Cc1onc(-c2c(Cl)cccc2Cl)c1C(=O)NNC(=O)c1c(-c2c(Cl)cccc2Cl)noc1C	-2	-40	0	-13	40	-5	-1	-11	0.1	-7
N#Cc1c(N)n[nH]c1-c1cc2c([nH]1)CCCC2	.	-24	.	6	24	0	5	.	-0.9	0
Cc1[nH]c(C)c(S(=O)(=O)NCC(C)c2ccccc2)c1C(=O)N1CCCCC1 (stereo unspecified)	-8	28	-1	-21	-28	1	4	11	-2.4	-8
COc1ccc(-c2nc(CS(=O)CC(=O)NCCC3=CCCCC3)c(C)o2)cc1 (stereo unspecified)	12	-47	-8	-5	47	.	.	.	-0.8	-9
O=C(/C=C/c1cccs1)N1CCOCC1	13	23	-3	-26	-23	-4	-2	-3	-1.9	1
COc1ccc(C(C)=O)cc1COC(=O)c1c(C)noc1C	-7	-17	1	-10	17	-1	43	-4	-1.2	-18
ON=C1c2ccccc2-c2ccc(Br)cc21	-18	-4	-5	-18	4	-3	-2	1	-2.5	-13
Cc1ccc(S(=O)(=O)N(C)c2ccc(C(=O)N3CCN(Cc4ccc5c(c4)OCO5)CC3)cc2)cc1	21	-46	-4	10	46	.	3	-7	-3.0	-1
COc1ccc(NC(=O)CS(=O)(=O)Cc2nc(-c3ccc(C)cc3)oc2C)cc1	-11	-24	2	-8	24	-1	.	-9	-1.7	-1
CC(C)OC(=O)C(C)Nc1ccc(F)c(Cl)c1 (stereo unspecified)	-5	-21	-1	1	21	.	-2	.	-0.5	-2
CCCCCCCCN1[C@@H](CC(=O)OCC)c2cc(F)ccc2S1(=O)=O	25	-28	-15	1	28	-4	.	-1	-3.7	5
Cc1ccc(CNC(=O)CCS(=O)(=O)c2ccc(Cl)cc2)cc1	-6	8	-1	-1	-8	-3	0	11	4.8	-3
COc1ccc(C2=CC(=O)C[C@H](c3ccc(Cl)cc3)C2)cc1	-83	-31	-5	-4	31	6	.	0	-1.8	-7
O=C(CCn1c(=O)[nH]c2ccsc2c1=O)N1CCN(c2cccc(Cl)c2)CC1	.	-1	-5	-3	1	4	1	.	-2.5	-10
CC(=O)N1C(C(=O)O)Cc2c([nH]c3ccccc23)C1(C)C (stereo unspecified)	2	-1	2	-18	1	-5	-2	8	.	2
CC/C=C(\NC(C)=O)c1ccccc1	-22	7	-2	-13	-7	-2	.	14	-0.4	-2
Cc1ccc(C)c(SCC(=O)Nc2nnc(-c3ccccc3)o2)c1	-8	-1	2	-16	1	.	-4	.	0.0	2
CCN1/C(=C2/SC(=S)N(NC(C)=O)C2=O)Sc2ccc(Cl)cc21	-23	-7	0	-7	7	7	9	.	-0.3	-4
CCN(C(=O)COC(=O)c1ccc(OC)c(S(=O)(=O)N2CCCc3ccccc32)c1)C1CCS(=O)(=O)C1 (stereo unspecified)	-11	-8	-20	-7	8	.	-2	-11	-1.1	-11
O=C(Cn1cnc2scc(-c3ccc(Cl)cc3)c2c1=O)N1CCOCC1	-26	.	-2	-13	.	-7	9	-4	-3.5	-10
N#Cc1ccc(NC(=O)c2nc(-c3ccccc3)n(-c3ccccc3)n2)cc1	35	-56	-5	-10	56	-4	1	-3	-0.7	-17
COC(=O)c1scc(S(=O)(=O)c2ccccc2)c1N	28	-6	7	-11	6	2	-1	-9	-0.2	0
NC(=S)Nc1cccc2cc3ccccc3cc12	7	-26	-50	0	26	0	0	.	1.7	7
O=C(OCc1cn(-c2ccc(Cl)c(Cl)c2)nn1)c1ccccc1Cl	.	-8	2	-15	8	.	0	3	-0.1	7
CCS(=O)(=O)c1ccc2c(c1)N(S(C)(=O)=O)CC(C(=O)NC1CC1)O2 (stereo unspecified)	-18	-8	3	-9	8	1	0	-3	0.5	1
Cc1[nH]c2ccccc2c1C1(O)C(=O)N(C(C)C)c2ccccc21 (stereo unspecified)	-19	12	4	-4	-13	-1	5	.	-0.7	-5
Cc1c(OCC(=O)OC(C)C)ccc2c3c(c(=O)oc12)CCC3	1	12	-5	13	-12	2	22	18	-3.0	-8
Cc1cc(C)c(C(=O)c2ccc(C(=O)NC(C)(C)C)cc2)c(C)c1	.	-57	0	-9	57	-6	-3	0	-0.7	-4
CCC(CC)NC(=O)CSc1nnc(-c2ccc(OC)cc2)n1C(C)C	-3	8	3	-15	-8	-11	1	-11	-1.3	-1
COc1cc(NC(=O)C2CCCN(S(=O)(=O)c3cnc[nH]3)C2)cc(OC)c1 (stereo unspecified)	8	-20	-5	-27	20	-5	.	-7	0.5	4
CCOC(=O)N1CCc2c(sc3c2c(=O)n(Cc2ccccc2)c(=O)n3Cc2cccc(C)c2)C1	-18	3	3	-12	-3	.	.	-6	-0.2	-18
O=C(O)c1ccc(/C=C/c2ccc3cccc(O)c3n2)cc1	-31	28	-3	0	-28	-2	7	?	-2.1	-13
CCc1ccc(NS(=O)(=O)c2c(C(=O)N3CCOCC3)c(C)n(C)c2C)cc1	-1	9	10	1	-9	-4	0	1	-1.5	-3
O=C1CN(C(=O)COC(=O)COc2ccc3c(c2)CCC3)c2ccccc2N1	-4	4	15	8	-4	-4	-1	.	-2.5	-4
CCN1C(=O)c2n[nH]c(C(=O)OC)c2C1=O	-2	.	-4	-6	.	4	-1	-3	-2.3	-6
COc1ccc(C)cc1Nc1nc(N)c2cc(OC)c(OC)cc2n1	-23	37	2	-8	-37	-3	2	-73	0.1	48*
CCOCCCNC(=O)c1cc(Sc2ccc(F)cc2)nc2ccccc12	1	-26	2	-12	26	2	34	0	-1.1	-3
CCN1CCN(C2=NC(=O)/C(=C/c3ccc(C)o3)S2)CC1	-10	-3	5	-11	3	-3	3	22	-1.5	0
CC1C(C)C(O)(c2ccccc2)CCN1C (stereo unspecified)	8	28	-8	3	-28	-4	-2	-9	0.0	4
CCOC(=O)c1ccc(NC(=O)CSc2nnc(-c3cccs3)n2CC)cc1	13	-5	-2	-19	5	13	-3	-29	-1.5	13
O=C(O)c1ccc2c(c1)C(=O)N(Cc1ccco1)C2=O	-12	17	3	-18	-17	1	3	.	2.8	2
COc1ccccc1C1(CC(=O)O)CCOC(C)(C)C1 (stereo unspecified)	.	11	-4	-1	-11	-2	-1	2	0.0	0
C=CCNC(=O)CN(c1cccc(Br)c1)S(C)(=O)=O	.	3	-12	-12	-3	-1	1	.	.	-8
NC(=S)COc1ccccc1	29	5	0	-12	-5	.	-3	7	-0.2	9
CC(C)(C)c1ccc(COc2ccsc2C(=O)O)cc1	29	12	6	6	-12	-4	-2	18	-3.0	-6
CCCOc1ccc(N2C(=O)CC(N(CCc3ccccc3)C(=O)c3ccccc3)C2=O)cc1 (stereo unspecified)	.	21	3	1	-21	-4	-3	0	-1.7	-1
CN(C)CCOc1ccc2ccccc2c1	-23	-1	-6	-5	1	-5	5	2	1.2	5
CCc1nnc2n1N=C(c1ccc(Br)cc1)CS2	16	7	1	2	-7	-1	-1	-14	-1.2	-6
CCOC1=NN(c2ccc(Cl)cc2)C(=O)/C1=C\N(C)C	11	0	3	-17	0	6	.	-4	-1.0	-6
CCOc1ccc(CCNC(=O)C2CC(C)=CCC2C(=O)O)cc1OCC (stereo unspecified)	-2	0	-2	-10	0	-6	-3	-5	.	3
CCn1ccnc1CN1CCCC(C(=O)c2ccc3c4c(cccc24)CC3)C1 (stereo unspecified)	.	-7	-5	-6	7	-17	12	-20	-3.1	-9
NN1C(=O)NC(c2ccccc2)(c2ccccc2)C1=O	5	2	-4	11	-2	.	-2	2	0.1	-4
Cc1sc(NC(=S)NC(=O)CCc2ccccc2)c(C(N)=O)c1C	2	14	1	4	-14	-1	-1	-23	-2.0	13
COc1ccc(S(=O)(=O)N(CC(=O)NCc2ccncc2)c2ccc(C)cc2)cc1Br	1	14	-3	4	-14	-1	21	6	-2.1	-16

Carrying on:
SMILES	PfHsp90 set2	SR-BI DiI-HDL act	Rtt109 Vps75	PvdQ inh	SR-BI DiI inh	CAL PDZ FP-1	NSD2 inh	MITF TRPM1 HTS	CAL PDZ FP-2	dFosB activator
COc1ccc(-c2cc(=O)[nH][nH]2)cc1OC	.	-7	-3	-8	7	-5	6	3	.	-6
CCOc1ccccc1C(=O)OCC(=O)NCCNC(=O)COC(=O)c1ccccc1OCC	63	-30	-7	-17	30	-1	-2	-2	-2.2	-9
CC1CC(C)CN(C(=O)C(C)N(C)CC(=O)Nc2ccc(F)cc2)C1 (stereo unspecified)	11	-1	-11	-8	1	.	-5	-18	0.8	-10
c1nc(N2CCCCCC2)c2[nH]cnc2n1	9	-4	-16	-9	4	.	.	11	-2.7	-3
CC(=O)NC(C)c1nc2ccccc2n1CC(=O)NC(C)CCc1ccccc1 (stereo unspecified)	15	2	5	-20	-2	-7	-4	0	-0.5	-6
CC(=O)NNc1cc(=O)c2c(=O)n(C)c(=O)n(C)c2[nH]1	-2	4	6	-5	-4	0	-3	-2	-0.5	-3
CCOc1ccc(S(=O)(=O)Nc2ccc3c(c2)n(C)c(=O)n3C)cc1	0	-2	-1	3	2	-1	-1	-23	-1.6	2

A stretch from the list above:
SMILES	PfHsp90 set2	SR-BI DiI-HDL act	Rtt109 Vps75	PvdQ inh	SR-BI DiI inh	CAL PDZ FP-1	NSD2 inh	MITF TRPM1 HTS	CAL PDZ FP-2	dFosB activator
CCOc1ccc(CCNC(=O)C2CC(C)=CCC2C(=O)O)cc1OCC (stereo unspecified)	-2	0	-2	-10	0	-6	-3	-5	.	3
CCn1ccnc1CN1CCCC(C(=O)c2ccc3c4c(cccc24)CC3)C1 (stereo unspecified)	.	-7	-5	-6	7	-17	12	-20	-3.1	-9

Screening results (PubChem)
